# Screening data: PubChem, several laboratories
# TNAP activation fold: human TNAP enzyme activators, primary screen, biochemical, luminescent, no phosphate acceptor, uHTS (AID 1001); Alkaline phosphatase, tissue-nonspecific isozyme (Homo sapiens); purified TNAP, luminescent activation assay, no phosphate acceptor; higher activation fold means a stronger effect; activation fold at 20 µM, or EC50 in µM where a hit was titrated; hit rate 0.03% among 200,000; in the data active = activation fold from about 3, or a potency from the dose series; inactive = the rest, 99 in 100 with activation fold below about 1.6; note: many of its hits are not listed in these tables
# human PMI inhibitors: human PMI inhibitors, high substrate, primary screen, biochemical, fluorescence intensity, high mannose 6-phosphate (AID 1220); Mannose-6-phosphate isomerase (Homo sapiens); recombinant PMI enzyme, coupled fluorescence intensity; higher % means a stronger effect; one-dose inhibition, % at 20 µM; IC50 in µM for titrated hits; hit rate 0.66% among 190,000
# West Nile virus CPE: West Nile virus antiviral activity, cell-based, CPE readout (AID 1621). West Nile virus-infected cells, CPE inhibition; higher % means a stronger effect. CPE inhibition, % at 10 µM, or IC50 in µM where a hit was titrated. hit rate 0.02% among 290,000; in the data active = a potency from the dose series; inconclusive = CPE inhibition mostly from about 3.7% at the one dose, without a potency; inactive = the rest, 99 in 100 with CPE inhibition below about 2.2%; note: strong numbers were not always called active
# PhoP inhibition: inhibitors of PhoP regulon expression, primary screen, Salmonella Typhimurium, GFP reporter (AID 1863); S. Typhimurium PhoP-regulated promoter GFP reporter, 4 h; higher % means a stronger effect; inhibition, % at 50 µM; hits with a dose series show IC50 in µM; hit rate 0.16% among 300,000;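 active = inhibition over 29.93%, a cutoff 3 SD above the screen mean, later confirmed by dose response; inconclusive = inhibition over 29.93% but no dose response follow-up; inactive = inhibition at most 29.93% or unconfirmed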;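 note: 0% = low Mg2+ inducing control and 100% = high Mg2+ repressing control; strong numbers were not always called active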
# Insulin prom up: insulin promoter activators in MIN6 cells, imaging, high-content screening, mouse beta cells | MIN6 insulin promoter-GFP reporter; stronger effect = higher value | z-score at 5 µM | hit rate 0.3% among 190,000;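 active = z-score above 3 at 5 µM with at least 500 cells counted in the well; inconclusive = wells under 500 cells, flagged as cytotoxic or low count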
# Large T inhibition: SV40 large T antigen inhibitors, biochemical (AID 1903). SV40 large T antigen ATPase/helicase inhibition assay; higher % means a stronger effect. inhibition, % at 20 µM, or IC50 in µM where a hit was titrated. hit rate 0.39% among 310,000; in the data active = a potency from the dose series; inconclusive = inhibition mostly from about 32% at the one dose, without a potency; inactive = the rest, 99 in 100 with inhibition below about 32%; note: strong numbers were not always called active
# RSV antiviral HEp-2: RSV antiviral activity via CPE protection, HEp-2 cells, primary 10 µM value included (AID 2391); HEp-2 cells, RSV-induced CPE inhibition; higher % means a stronger effect; CPE inhibition, % at 10 µM; hits with a dose series show IC50 in µM; hit rate 0.13% among 310,000; in the data active = a potency from the dose series; inconclusive = CPE inhibition mostly from about 23% at the one dose, without a potency; inactive = the rest, 99 in 100 with CPE inhibition below about 21%; note: strong numbers were not always called active
# ER stress rescue: rescue of cells from ER stress-induced death, primary screen, 384-well, CSM14.1, thapsigargin, ATP luminescence (AID 1222); cellular ATP content (survival), % at 20 µM; hits with a dose series show EC50 in µM; CSM14.1 thapsigargin-induced death rescue, ATP luminescence; higher % means a stronger effect; 190,000 tested, under 10 active;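 active = EC50 below 50 µM in the dose-response confirmation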;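 note: death triggered by thapsigargin at about 15 µM added after 2 h compound pretreatment; cell ATP read after overnight thapsigargin exposure of roughly 18 to 22 hours; normalized against plate controls of thapsigargin alone and 5% DMSO vehicle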
# human PMI inhibition: inhibitors of human PMI, primary screen, biochemical, fluorescence intensity, coupled assay (AID 1209); hit rate 0.42% among 190,000; purified PMI enzyme, coupled fluorescence intensity; higher % means a stronger effect; inhibition, % at 20 µM; hits with a dose series show IC50 in µM; Mannose-6-phosphate isomerase (Homo sapiens);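 note: plate controls were DMSO vehicle for no effect and wells lacking substrate for full effect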
# Insulin prom up cell count: further read-out of Insulin prom up, marked with its call; cell count; measured here: cytotoxicity, nuclei count;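 total cells summed across four imaged fields per well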
# The depositor's hits bear a star; u = inconclusive; x = not tested or not shown. Cut-off read from the data, not from the text of the source, unless noted: active = inhibition above about 50%; inactive = the rest. Rows are unselected, and some 1.5% of all compounds hit somewhere here.
cpd	Molecule	Insulin prom up cell count	human PMI inhibitors	PhoP inhibition	TNAP activation fold	Large T inhibition	ER stress rescue	RSV antiviral HEp-2	West Nile virus CPE	Insulin prom up	human PMI inhibition
1	COc1ccc2ccccc2c1CN1CCSCC1	x	x	-2%	x	6%	x	0.2%	0.0%	x	x
2	CCOC(=O)c1c(-c2ccccc2)csc1NC(=O)c1ccc(S(=O)(=O)N2CCOCC2)cc1	1364	0%	13%	1	11%	-1.9%	4.1%	0.1%	-0.37	1%
3	O=C(NCc1ccccc1)c1ccc(S(=O)(=O)Nc2cccc(C(F)(F)F)c2)cc1	910	x	2%	x	8%	x	-2.1%	0.5%	0.16	x
4	O=S(=O)(c1ccc(S(=O)(=O)N2CCCN(Cc3ccccc3)C2)cc1)N1CCCCCC1	633	4%	-3%	1.1	3%	-3.3%	-2.0%	0.1%	-1.8	2%
5	O=C(CNC(=O)c1cccc(OC(F)F)c1)OCC(=O)c1ccccc1	1218	-1%	-1%	1.1	32%	-0.1%	2.4%	0.4%	0.29	1%
6	O=C(c1cc(F)c(F)c(F)c1F)N1CCN(Cc2ccc3c(c2)OCO3)CC1	x	x	20%	x	-8%	x	-0.7%	-1.3%	x	x
7	CC(C)(C)c1ccc(-c2noc(C(=O)NN)n2)cc1	1097	x	-1%	x	10%	x	-0.2%	-0.8%	0	x
8	CC(=O)NCCC1CCN(C(=O)C2CCC(=O)N(C3CCCC3)C2)CC1 (stereo not given)	x	x	1%	x	2%	x	0.9%	0.3%	x	x
9	CC(=O)c1ccc2c(ccc3ccccc32)c1	777	19%	-14%	1	19%	0.9%	25%	-0.3%	-0.21	17%
10	COC(=O)c1ccc(-n2nnnc2SCC(=O)Nc2cc(OC)ccc2OC)cc1	1273	8%	2%	1	1%	-2.3%	0.6%	0.0%	0.14	4%

# Brought forward from above: 5 entries; new compounds follow.
cpd	Molecule	Insulin prom up cell count	human PMI inhibitors	PhoP inhibition	TNAP activation fold	Large T inhibition	ER stress rescue	RSV antiviral HEp-2	West Nile virus CPE	Insulin prom up	human PMI inhibition
6	O=C(c1cc(F)c(F)c(F)c1F)N1CCN(Cc2ccc3c(c2)OCO3)CC1	x	x	20%	x	-8%	x	-0.7%	-1.3%	x	x
7	CC(C)(C)c1ccc(-c2noc(C(=O)NN)n2)cc1	1097	x	-1%	x	10%	x	-0.2%	-0.8%	0	x
8	CC(=O)NCCC1CCN(C(=O)C2CCC(=O)N(C3CCCC3)C2)CC1 (stereo not given)	x	x	1%	x	2%	x	0.9%	0.3%	x	x
9	CC(=O)c1ccc2c(ccc3ccccc32)c1	777	19%	-14%	1	19%	0.9%	25%	-0.3%	-0.21	17%
10	COC(=O)c1ccc(-n2nnnc2SCC(=O)Nc2cc(OC)ccc2OC)cc1	1273	8%	2%	1	1%	-2.3%	0.6%	0.0%	0.14	4%
11	CN=C(Nc1ccc(C(=O)OC)s1)c1ccccc1	1243	-8%	-1%	1.2	2%	-0.8%	-0.4%	-0.3%	0.01	-8%
12	O=C(Cc1cccs1)Nc1ccon1	1768	3%	3%	0.9	9%	-1.2%	1.8%	0.2%	0.22	6%
13	COc1cccc(NC(=O)c2ccccc2C(F)(F)F)c1	1455	6%	11%	1.1	3%	-0.3%	1.6%	-1.4%	0.15	17%
14	COC(=O)Cc1c(C(=O)OC)nnn1-c1cccc(C(F)(F)F)c1	1203	-6%	-1%	1	4%	-0.3%	1.2%	x	-0.16	76%*
15	O=C(CCCn1c(=S)[nH]c2ccsc2c1=O)NCc1ccco1	x	-14%	-2%	1	12%	2.3%	-0.7%	1.6%	x	-10%
16	COc1ccc(-c2cc(C(=O)Nc3cc(C)on3)c3ccccc3n2)c(OC)c1	x	x	2%	x	4%	x	2.8%	-0.3%	x	x
17	C/C(CC(=O)Nc1ccc2c(c1)OCCO2)=N\NC(=O)COc1ccc(C)cc1	x	x	-2%	x	9%	x	1.0%	0.2%	x	x
18	CCN1CCN(C(c2cc3cccc(C)c3[nH]c2=O)c2nnnn2Cc2ccccc2)CC1 (stereo not given)	1280	2%	0%	1.1	12%	-0.9%	0.3%	-0.1%	0.33	3%
19	c1ccc(N2CCN(CC3CCCCC3)CC2)cc1	x	x	2%	x	9%	x	0.4%	-0.4%	x	x
20	Cc1sc(-c2ccncc2)nc1OC(=O)c1ccc(Cl)cc1	1310	13%	2%	1.1	8%	-0.8%	x	0.4%	0.05	7%

# Arranged by value in West Nile virus CPE (largest number first): some entries from above.
cpd	SMILES	West Nile virus CPE
15	O=C(CCCn1c(=S)[nH]c2ccsc2c1=O)NCc1ccco1	1.6%
20	Cc1sc(-c2ccncc2)nc1OC(=O)c1ccc(Cl)cc1	0.4%
18	CCN1CCN(C(c2cc3cccc(C)c3[nH]c2=O)c2nnnn2Cc2ccccc2)CC1 (stereo not given)	-0.1%
11	CN=C(Nc1ccc(C(=O)OC)s1)c1ccccc1	-0.3%
19	c1ccc(N2CCN(CC3CCCCC3)CC2)cc1	-0.4%
13	COc1cccc(NC(=O)c2ccccc2C(F)(F)F)c1	-1.4%

# The results go on:
cpd	Molecule	Insulin prom up cell count	human PMI inhibitors	PhoP inhibition	TNAP activation fold	Large T inhibition	ER stress rescue	RSV antiviral HEp-2	West Nile virus CPE	Insulin prom up	human PMI inhibition
21	CSc1nsc(SCC(=O)Nc2ccc(Cl)c(C(=O)O)c2)n1	x	x	-1%	x	6%	x	1.2%	0.4%	x	x
22	Cc1ccc(Cn2ncc3c(N4CCN(Cc5ccc(Cl)cc5)CC4)ncnc32)cc1	867	-30%	15%	1	-5%	1.6%	0.9%	x	-2.3	-16%
23	CCCCOc1ccc(/C=C/C(=O)NC2=Nc3ccccc3NC(C)=C2C(=O)OCC)cc1OC	1105	5%	-13%	1.1	14%	x	0.3%	-0.6%	-0.52	66%*
24	O=C(Nc1ccc(Br)cc1F)c1sccc1-n1cccc1	1027	0%	3%	1.1	13%	-2.9%	-0.1%	0.0%	0.88	0%
25	O=C(c1ccccc1)N(Cc1nc2ccccc2c(=O)[nH]1)C1CCCC1	1357	0%	-2%	1	-1%	0.8%	2.2%	-0.9%	0.4	1%
26	COc1ccc(/C=C2\SC(=O)N(CCNC(=O)Cn3cnnn3)C2=O)cc1	x	-2%	-4%	1	24%	0.6%	0.4%	-0.4%	x	2%
27	C=CCSc1cc(C)nc2c(-c3ccccc3)cnn12	1348	x	0%	x	u	x	-1.5%	0.3%	-0.17	x
28	COc1ccc(OC)c(C2C(C#N)=C(N)Oc3c2c(C)nn3-c2ccc(C)cc2)c1 (stereo not given)	1565	3%	1%	1.1	13%	1.5%	2.1%	0.0%	0.95	-3%
29	CCCSc1nnc(N2C(=O)CC(c3ccsc3)C3=C2CCCC3=O)s1 (stereo not given)	2009	15%	5%	1.1	5%	x	1.2%	-0.7%	0.27	12%
30	COc1ccc(/C=C/C(=O)c2ccccn2)cc1	1112	46%	-5%	1	11%	-0.6%	1.7%	-0.8%	0.31	-18%
31	CNc1oc(-c2ccccc2)nc1S(=O)(=O)c1ccc(C)cc1	x	x	0%	x	5%	x	3.2%	-0.4%	x	x
32	CC(NC(=O)CSc1nnc(-c2cccc(S(=O)(=O)N3CCCCC3)c2)o1)C12CC3CC(CC(C3)C1)C2 (stereo not given)	723	12%	-8%	1.1	15%	-0.6%	-3.1%	-0.1%	-0.49	11%
33	CCOc1ccc(S(=O)(=O)N(C)CC(=O)NCCN2CCOCC2)cc1	x	x	3%	x	6%	x	-0.3%	-0.3%	x	x
34	Cc1ccc(-n2c(C)cc(C(=O)CSc3nnnn3C)c2C)cc1	1626	2%	-2%	1.1	5%	-0.8%	4.8%	-0.8%	-0.03	5%
35	O=S(=O)(c1cccs1)N1CCN(c2ncccn2)CC1	x	-6%	5%	1.1	6%	-1.3%	5.2%	0.7%	x	-4%
36	CCC(c1nnnn1C(C)(C)CC)N(CCN1CCOCC1)Cc1cc2cc(C)ccc2[nH]c1=O (stereo not given)	1030	-20%	-8%	1	21%	-1.1%	1.7%	x	0.07	-7%
37	Cc1ccc(C(=O)O)cc1-n1c(C)cc(C=O)c1C	1520	10%	1%	1.1	15%	-0.7%	1.2%	1.1%	-0.03	8%
38	NS(=O)(=O)c1cc(C(=O)OCC(=O)Nc2ccccc2[N+](=O)[O-])ccc1Cl	1404	11%	-5%	0.9	2%	0.1%	1.5%	-0.6%	0.58	4%
39	CS(=O)(=O)N(CC(=O)NCc1ccccn1)c1ccc2c(c1)OCCO2	x	5%	28%	1.1	-10%	-1.0%	-0.6%	0.5%	x	0%
40	Cc1nn(-c2ccccc2)c(Cl)c1/C=N/NS(=O)(=O)c1ccc(Br)cc1	1306	9%	5%	1.1	6%	-3.0%	3.1%	0.1%	-0.27	10%
41	O=C(c1cccc(Br)c1)N1CCCc2ccccc21	x	x	8%	x	-5%	x	2.5%	-3.0%	x	x
42	Cc1ccc2[nH]c(=O)c(C(c3nnnn3CC3CCCO3)N3CCCc4ccccc43)cc2c1 (stereo not given)	1156	-2%	-16%	1.1	14%	0.8%	0.8%	2.0%	-0.36	28%
43	CC1CCCCC1NC(=O)CCn1ccc2cc(S(=O)(=O)N3CCCC3)ccc21 (stereo not given)	x	x	-9%	x	7%	x	6.1%	0.1%	x	x
44	Clc1ccccc1OCCN1CCCCC1	1574	4%	10%	1	6%	-0.4%	1.2%	-0.7%	0.47	9%
45	Cc1c(C#N)c2ncn(CC#N)c(=O)c2n1-c1ccccc1	1938	2%	-9%	1.1	1%	-3.5%	0.7%	0.0%	-0.09	5%
46	O=C(Nc1ccccc1C(=O)OCn1nnc2ccccc2c1=O)c1ccco1	1313	1%	-8%	1.1	5%	-2.3%	2.5%	0.7%	0.78	6%
